Screens as filed in PubChem BioAssay.
VLA-4 antagonist: blocks LDV-FITC ligand binding to Mn2+-activated human VLA-4 integrin | Jurkat cells, LDV-FITC binding with Mn2+, flow cytometry; 100% = Mn2+-driven binding gain fully reversed | inhibition, % at 10 µM (by protocol) | hit rate 0.2% among 24,000;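 active means inhibition above 50%; inconclusive means compound itself fluorescent, judged against control cell fluorescence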;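 further: 0% = Mn2+ stimulated cells lacking compound and 100% = ligand binding without Mn2+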
Target sequence (P13612 whole entry, looked up): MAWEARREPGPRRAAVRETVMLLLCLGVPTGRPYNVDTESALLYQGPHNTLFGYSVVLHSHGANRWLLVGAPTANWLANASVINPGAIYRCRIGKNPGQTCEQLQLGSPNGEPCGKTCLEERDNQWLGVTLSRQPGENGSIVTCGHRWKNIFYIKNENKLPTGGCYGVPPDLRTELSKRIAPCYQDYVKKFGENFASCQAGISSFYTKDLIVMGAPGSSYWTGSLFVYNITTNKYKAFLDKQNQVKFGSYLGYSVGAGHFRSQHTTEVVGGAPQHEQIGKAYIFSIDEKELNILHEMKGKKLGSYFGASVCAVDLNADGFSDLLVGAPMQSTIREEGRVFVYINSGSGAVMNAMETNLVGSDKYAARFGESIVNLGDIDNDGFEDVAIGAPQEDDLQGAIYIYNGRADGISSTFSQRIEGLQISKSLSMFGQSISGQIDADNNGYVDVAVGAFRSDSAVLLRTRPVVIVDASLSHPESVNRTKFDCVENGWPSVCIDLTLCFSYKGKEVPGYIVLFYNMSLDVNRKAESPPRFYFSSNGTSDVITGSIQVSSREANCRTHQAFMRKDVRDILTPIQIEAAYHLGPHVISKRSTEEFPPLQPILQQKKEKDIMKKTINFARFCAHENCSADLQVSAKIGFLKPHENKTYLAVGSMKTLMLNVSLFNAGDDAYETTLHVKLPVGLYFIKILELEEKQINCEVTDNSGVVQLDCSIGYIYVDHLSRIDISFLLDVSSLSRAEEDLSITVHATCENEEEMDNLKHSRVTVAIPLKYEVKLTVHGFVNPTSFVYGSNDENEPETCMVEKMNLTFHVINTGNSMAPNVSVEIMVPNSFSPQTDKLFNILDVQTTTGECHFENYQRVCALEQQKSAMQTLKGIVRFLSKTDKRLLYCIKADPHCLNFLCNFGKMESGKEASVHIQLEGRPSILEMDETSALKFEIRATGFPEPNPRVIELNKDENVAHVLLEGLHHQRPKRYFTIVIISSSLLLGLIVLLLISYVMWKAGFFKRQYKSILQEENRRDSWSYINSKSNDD
Jurkat autofluor: compound fluoresces in Jurkat cells, VLA-4 screen interference; compound autofluorescence, flow cytometry; hits give high values; 1 = vehicle-only cell background; fluorescence ratio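 (tested at 10 µM compound in the well)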; hit rate 0.61% among 24,000;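 active means fluorescence ratio above 2.44, which is 1 plus 3 SD of all ratios; inconclusive means signal too bright to measure linearly, ratio around 10 or more; inactive means fluorescence ratio below 2.44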;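 further: green fluorescence of cells measured with 488 nm excitation and 530 nm emission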
LNCaP diff act: LNCaP prostate cell differentiation activation | side scatter shift, % at 10 µM | hit rate 0.56% among 24,000 | flow cytometry side scatter, 4 d | AID 795;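 active means side scatter shift above 30%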;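 further: androgen-responsive LNCaP prostate cancer cells in charcoal-stripped serum medium; percent of cells past a gate set so DMSO wells show 10% shift; higher shift means more granular cells and more differentiation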
VLA-4 allo ag: allosterically activates the human VLA-4 integrin; activation, % at 10 µM (by protocol); P13612; Jurkat cells, LDV-FITC binding, flow cytometry; 24,000 tested, under 10 active; AID 528;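 active means fluorescent ligand binding to cells raised by more than 40% of the manganese-induced maximum; inconclusive means compound's own fluorescence above 85% of the ligand control signal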;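 further: 0% = ligand binding without compound and 100% = manganese-stimulated maximal binding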
Active calls of the source: *; u = inconclusive; x = not tested or not shown.

Every second line gives: VLA-4 antagonist	Jurkat autofluor	LNCaP diff act	VLA-4 allo ag
1) COc1cc(C2CC(=O)c3c([nH]c(C(=O)OCCOC(C)C)c3C)C2)cc(OC)c1OC (configuration not stated)
  5	1	11	2
2) COCCn1c(SCc2csc(-c3ccccc3)n2)nc2ccccc21
  -22	1	9	-4
3) CCCNC(=O)CS(=O)(=O)Cc1nc(-c2cccc(OC)c2)oc1C
  4	0.98	6	8
4) CC(=O)Nc1ccc(NS(=O)(=O)c2ccc(Cl)c(C(=O)O)c2)cc1
  -13	1.1	2	8
5) COc1ccc(OC)c(-n2cnc3cc(C(=O)O)ccc32)c1
  -20	1.1	16	-11
6) Cc1ccccc1Cc1c(C)nc2c(C(=O)NCc3ccco3)cnn2c1C
  u	1.4	5	u
7) Clc1ccc(Cl)c(-c2nn3c(COc4ccccc4)nnc3s2)c1
  -1	0.91	10	0
8) Cc1cc(C)cc(NC(=O)c2cc(S(=O)(=O)NCc3ccco3)ccc2F)c1
  -4	1.1	16	-4
9) COc1ccc(Cc2nc(-c3ccc(Br)cc3)no2)cc1
  -10	1.1	11	-4
10) COc1cccc2sc(N(C)c3ccccc3)nc12
  16	1.1	6	-4
11) O=C(c1ccc2c(c1)OCCO2)N1CCCCC1
  -9	1.1	x	-2
12) Nc1nonc1-c1noc(-c2ccc(Br)o2)n1
  19	1.2	10	-5
13) Cc1cc(C(F)(F)F)nc(SCC(=O)NC2=NC(=O)C(C)S2)n1 (configuration not stated)
  -22	1.1	8	4
14) CC(C)(C)n1nnnc1C(c1cccs1)N1CCN(Cc2ccccc2)CC1 (configuration not stated)
  -18	1.1	10	4
15) CCn1cc(C(=O)NC2CCCCCC2)c(=O)c2cc(S(=O)(=O)N3CCCCC3)ccc21
  u	1.2	7	u
16) CCOc1ccccc1NC(=O)C1CCN(S(=O)(=O)c2cccc3cccnc23)CC1
  9	0.86	7	6
17) COc1cc(C2Nc3cccc4cccc(c34)N2)cc(OC)c1O
  u	1.2	15	u
18) C=CCOc1nc2c(c(=O)n(C)c(=O)n2C)n1Cc1c(Cl)cccc1Cl
  12	1.1	3	-5
19) COc1ccccc1-c1cc(C(=O)NCCCn2ccnc2)no1
  -2	1.1	6	-2
20) C=CCn1c(SCc2nc(N)nc(N(C)C)n2)nnc1-c1cccnc1
  0	1.2	20	0
21) Nc1nc(N2CCCCC2)nc(N(c2ccccc2)c2ccccc2)n1
  -3	1	7	-2
22) CSc1ccccc1NC(=O)c1cnc2n(c1=O)CCS2
  -6	1	10	3
23) COC(=O)c1ccc(C(=O)OC)c(NC(=O)c2ocnc2C)c1
  -14	0.94	4	7
24) N#Cc1nc(-c2ccco2)oc1N1CCN(c2cccc(Cl)c2)CC1
  -22	1	1	6
25) COc1ccccc1NC1=NC2(CCCC2)N=C(N)N1
  -15	1	8	4
26) Cn1c(SCC(=O)N2CCOCC2)nnc1-c1cccc(NC(=O)c2ccccc2F)c1
  -10	1	8	-1
27) CCCc1cc(C(=O)NCc2cccs2)no1
  -9	0.97	7	0
28) O=C(C1CCCO1)N1CCN(Cc2nc3ccccc3c(=O)[nH]2)CC1 (configuration not stated)
  -18	0.92	9	2
29) CCOC(=O)c1ccc(NC2OC(=O)c3ccccc32)cc1 (configuration not stated)
  -2	0.99	18	-2
30) CCC(Sc1nc2n[nH]c(C)c2c(=N)n1-c1ccc(C)c(Cl)c1)C(=O)N1CCOCC1 (configuration not stated)
  5	1.1	0	-14
31) CCOC(=O)CSc1nc2c(sc(=S)n2Cc2ccco2)c(=O)n1-c1ccc(F)cc1
  11	1.1	2	0
32) C=CCn1c(=N)n(CC(O)COc2ccc(OC)cc2)c2ccccc21 (configuration not stated)
  4	1.2	8	0
33) CC(C)Cn1c(N)c(C(=O)COC(=O)c2cc(-c3ccco3)nc3ccccc23)c(=O)n(C)c1=O
  9	1.2	15	-4
34) CCC(C)Sc1nnc(Cc2cc(=O)[nH]c(=O)[nH]2)n1-c1ccc(F)cc1 (configuration not stated)
  -1	1	4	4
35) Cc1ccc2cc(CN(CC3CCCO3)S(=O)(=O)c3ccc4c(c3)OCCO4)c(=O)[nH]c2c1C (configuration not stated)
  -10	1.1	4	-10
36) CCCN(CCC)CCCNS(=O)(=O)c1ccc2c(c1)oc(=O)n2C
  u	3.7*	9	u
37) CCOC(=O)N1CCC(Nc2c(NCCCOC)c(=O)c2=O)CC1
  -13	1	12	2
38) O=C(c1cc2ccccc2c(=O)o1)N1CCc2ccccc2C1
  -4	1.1	2	-6
39) CCSC1(SCC)N=C(N)C2(C#N)C(c3ccc(OC)c(OC)c3OC)C12C#N (configuration not stated)
  13	1.1	7	2
40) O=C(O)c1ccc2c(c1)C(=O)N(c1ccc(Cl)cn1)C2=O
  -6	1	3	3

Only Jurkat autofluor, VLA-4 allo ag and LNCaP diff act (two entries from above):
| no. | canonical_smiles | Jurkat autofluor | VLA-4 allo ag | LNCaP diff act |
| --- | --- | --- | --- | --- |
| 26 | Cn1c(SCC(=O)N2CCOCC2)nnc1-c1cccc(NC(=O)c2ccccc2F)c1 | 1 | -1 | 8 |
| 27 | CCCc1cc(C(=O)NCc2cccs2)no1 | 0.97 | 0 | 7 |

(list continues)
Every second line gives: VLA-4 antagonist	Jurkat autofluor	LNCaP diff act	VLA-4 allo ag
41) CN(C)C=NCCn1c(N2CCOCC2)nc2c1c(=O)n(C)c(=O)n2C
  1	1	6	8
42) Cc1cccc(N2CCN(C(=O)COc3cc(=O)n(C)c4ccccc34)CC2)c1C
  u	1.3	6	u
43) COc1ccc(C2NC(C(=O)O)CS2)cc1COCC(F)(F)F (configuration not stated)
  7	1.1	5	0
44) CC1(C)CC(=O)C=C(Nc2ccc(F)cc2)C1
  2	1.1	20	-2
45) CN1CCN(C(=O)C2CC(=O)N(c3ccc(F)c(Cl)c3)C2)CC1 (configuration not stated)
  18	0.98	7	3
46) CCC(C)NC(=O)c1ccc(CS(=O)(=O)c2ccc(OC)cc2)o1 (configuration not stated)
  -19	1	1	-5
47) CN(CCC#N)C(=O)c1ccc(CNS(=O)(=O)c2ccc(F)cc2)cc1
  31	1.2	13	1
48) Cc1ccc2[nH]c3c(N4CCc5ccccc5C4)ncnc3c2c1
  u	1.2	x	u
49) CCOCCCn1c(=N)c(C(=O)NCCN2CCOCC2)cc2c(=O)n3cccc(C)c3nc21
  1	1	16	0
50) N#Cc1c2n(c(=S)n(-c3ccccn3)c1=O)CCCCC2
  6	1.1	3	0
51) CCSc1nnc(NC(=O)C(Cc2ccccc2)n2cccc2)s1 (configuration not stated)
  -2	1.2	2	8
52) CC1CCc2nn(CC(=O)NCCCN3CCCC3=O)cc2C1 (configuration not stated)
  -8	0.94	6	9
53) CCOc1ccc(N(CC(=O)Nc2cccc(Cl)c2)S(=O)(=O)c2c(C)noc2C)cc1
  u	1.1	4	u
54) O=C(CS(=O)(=O)c1cn(Cc2ccc(Cl)cc2)c2ccccc12)N1CCCC1
  -8	1	5	0
55) COc1ccc(-c2csc(=Nc3ccccc3)n2CCO)cc1
  16	1.1	12	-2
56) Cc1ccc(C)c2[nH]c(=O)c(CCNC(=O)c3ccc(Br)o3)cc12
  4	1	11	-9
57) COc1ccc(OC)c(C2N(c3cc(C)on3)C(=O)C3CCCN32)c1 (configuration not stated)
  -11	0.96	11	3
58) Cc1nc(N2CCc3ccccc32)[nH]c(=O)c1CCC(C)C
  -25	1.1	5	-4
59) CCc1ccc(Cn2nnc(C(=O)Nc3cccc(C)c3)c2N)cc1
  6	1.1	11	1
60) Cc1ccc(-c2csc3nnc(SCC(=O)NCc4ccco4)n23)cc1
  4	0.95	6	-4

With a hit mark in Jurkat autofluor (from the list above):
Every second line gives: VLA-4 antagonist	Jurkat autofluor	LNCaP diff act	VLA-4 allo ag
36) CCCN(CCC)CCCNS(=O)(=O)c1ccc2c(c1)oc(=O)n2C
  u	3.7*	9	u

Values in list order from the entries so far:
VLA-4 antagonist, compounds 47 to 51 → 31, u, 1, 6, -2

Other compounds
Every second line gives: VLA-4 antagonist	Jurkat autofluor	LNCaP diff act	VLA-4 allo ag
61) O=C(Nc1nc2ccccc2[nH]1)c1ccccc1F
  -20	1	6	2
62) Cc1nc2ncnn2c(C)c1CCC(=O)NCc1ccco1
  -5	0.96	8	7
63) CCOC(=O)NC(c1ccccc1)C1CCCCC1=O (configuration not stated)
  0	0.98	22	0
64) CCOC(=O)c1oc2c(CN3CCN(C)CC3)c(O)ccc2c(=O)c1-c1ccccc1OC
  7	1	11	1
65) COc1ccc(Nc2cc(=O)n(C3CCCCC3)c(=O)[nH]2)c(OC)c1
  33	0.96	8	-1
66) CCOc1cc2[nH]c(=O)n(Cc3ccc(C(=O)NCCOC)cc3)c(=O)c2cc1OCC
  u	1	8	u
67) CCn1c(=O)cc(OCC(=O)Nc2ccc(C)cn2)c2ccccc21
  21	1.1	9	1
68) Cc1ccc(S(=O)(=O)NCC(=O)OCN2C(=O)c3ccccc3C2=O)cc1
  -18	1.1	4	1
69) COc1ccc(C2CC(c3ccc(Cl)cc3Cl)Nc3nc(N)nn32)cc1OC (configuration not stated)
  -5	1.1	17	0
70) O=C(C1CCCN(S(=O)(=O)c2cccc3cccnc23)C1)N1CCc2ccccc21 (configuration not stated)
  -16	1	4	7
71) CC(C)NC(=O)NC(=O)COc1cccc2c1OC(C)(C)C2
  -4	0.93	19	-2
72) S=c1nc(C2CC2)[nH]c2ccccc12
  u	1.5	7	-5
73) Cc1ccnc(NS(=O)(=O)c2ccc(NC(=O)Cc3cccs3)cc2)n1
  -14	1.1	5	18
74) CN(C(=O)c1ccccn1)c1nnc(-c2ccncc2)s1
  -26	1.1	2	10
75) O=C(NCc1cccs1)c1csc2c1CCCCC2
  1	1	4	-2
76) CCOC(=O)N1CCN(C(=O)CSc2cc(C)nc3c(-c4ccccc4OC)c(C)nn23)CC1
  -13	1.1	11	0
77) COC(=O)c1ccc(C2CC(=O)Nc3cc(OC)c(OC)c(OC)c32)cc1 (configuration not stated)
  -4	1.1	1	4
78) O=C(Nc1ccc(F)cc1)c1cccc2c1C(=O)N(Cc1ccccn1)C2
  -13	1.1	3	6
79) COc1cccc(C(=O)Cn2c(=O)n(CC3CCCO3)c(=O)c3ccccc32)c1 (configuration not stated)
  14	1.1	6	-7
80) Cc1cc(C(=O)Nc2c(C)nn(Cc3ccccc3Cl)c2C)no1
  -10	0.92	3	7

Whole records, looked up by structure:
Listed for O=C(NCc1cccs1)c1csc2c1CCCCC2 : VLA-4 antagonist: 1; Jurkat autofluor: 1; LNCaP diff act: 4; VLA-4 allo ag: -2
Listed for CCn1c(=O)cc(OCC(=O)Nc2ccc(C)cn2)c2ccccc21 : VLA-4 antagonist: 21; Jurkat autofluor: 1.1; LNCaP diff act: 9; VLA-4 allo ag: 1
Listed for COc1ccc(C2CC(c3ccc(Cl)cc3Cl)Nc3nc(N)nn32)cc1OC (configuration not stated) : VLA-4 antagonist: -5; Jurkat autofluor: 1.1; LNCaP diff act: 17; VLA-4 allo ag: 0

Further entries.
Every second line gives: VLA-4 antagonist	Jurkat autofluor	LNCaP diff act	VLA-4 allo ag
81) CC(NC(=O)c1ccc(Cl)cc1)C(=O)N1CCCCC1 (configuration not stated)
  -6	1.1	5	2
82) O=C(c1cc(-c2ccccc2O)on1)N1CCc2ccccc2C1
  10	1.1	11	-2
83) CCN(C(=O)c1c(-c2ccccc2)noc1C)c1ccccc1
  -20	1	5	-4
84) Cc1cc(/C(=N/O)C(C)(C)NO)ccc1Cl
  -22	1.1	4	0
85) Cc1nc(-c2ccc(NC(=O)c3cccs3)cc2)cs1
  -16	1	16	-14
86) O=C(CN(c1ccc(F)cc1)S(=O)(=O)c1ccc2c(c1)OCCO2)N1CCOCC1
  9	1.1	4	0
87) O=C(NCCCN1CCN(c2cccc(Cl)c2)CC1)c1nc(-c2ccncc2)no1
  17	1	6	-3
88) CCOC(=O)c1sc2ncn(CC(=O)N(CC)CC)c(=O)c2c1C
  10	1.1	6	0
89) CCOC(=O)C1CCN(c2c(N3CCCCCC3)c(=O)c2=O)CC1
  -12	1	4	0
90) CSc1snc(SCC(N)=O)c1C#N
  -1	1.1	3	-3
91) CCOC(=O)c1ccccc1NC(=O)CSc1nccn1C
  -16	0.98	9	0
92) Cc1cc(Nc2ccccc2F)n2ncnc2n1
  -2	1	6	-5
93) Cc1onc(-c2c(Cl)cccc2Cl)c1C(=O)N1CCc2ccccc21
  6	1.1	17	-5
94) O=C1C2CCC(C(O)C2)N1Cc1ccccc1 (configuration not stated)
  -20	1	8	0
95) COc1ccc(Nc2cc(C(=O)NCCCN3CCN(C)CC3)c3ccccc3n2)cc1OC
  u	1	12	0
96) CCCCOC(=O)CSc1nc2c(cc1C#N)C(=O)CC(C)(C)C2
  4	1	28	0
97) c1ccc(N2CCN(c3nc4ccccc4n4nnnc34)CC2)cc1
  u	u	3	u
98) Cc1ccc(NC(=O)C2C3C=CC4(CN(Cc5cccnc5)C(=O)C24)O3)cc1 (configuration not stated)
  12	1.1	8	0

This is a subset, so the mix of outcomes need not match the whole.
